# TSHR antag – human thyrotropin receptor antagonism; activity change, negative = inhibition, % at 11.5 µM; actives 0.2% (n = 330,000); P16473; TSHR-expressing cells, TSH-stimulated cAMP HTRF, 2 h; active compounds read low;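 active = activity change below a set negative limit, meaning inhibition stronger than a set level, cut at about -70% in these data; inconclusive = activity change between two set negative limits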; note: % is set by controls: 0 for no effect and ±100 for the full control effect
#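 Competitive HTRF cAMP read-out (cryptate anti-cAMP antibody, cAMP-d2; 30 min, room temperature) in freshly harvested TSHR cells. Compounds added before TSH at EC80 (4nM final), followed by 2 hours' incubation at 37 deg C.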
# TCR activator – activates T cell receptor signaling; primary human leukocytes, anti-CD3, IL-2 HTRF, 48 h; Potency, µM (top dose mostly 9.22 µM), without a hit: at the highest dose activation of IL-2 secretion, most hits filed as activators; 330,000 tested, under 10 active; AID 504894; note: % of control where 0% means no effect
#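 48 hr co-incubation of compounds, a-CD3 beads and primary human leukocytes; IL-2 quantified homogeneously by HTRF with anti-IL-2 K and d2 conjugates.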
# Tb PFK block – T. brucei PFK enzyme inhibition | O15648 | T. brucei PFK, ADP-Glo luminescence | Potency, µM (titrated, usually from 57.5 µM), for inactives: at the top dose activity, negative = inhibition, actives largely listed as inhibitors | actives 0.17% (n = 330,000) | AID 485367;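 note: potency is the fitted concentration of half-maximal effect; 0% = uninhibited 1x PFK enzyme wells and -100% = no-enzyme wells; nearly all actives have a fitted effect of over 60% in size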
#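 In TEA buffer at pH 8.0 with 5 mM MgCl2, enzyme (1.25 nM) converted F6P (0.5 mM) and ATP (0.1 mM) for 45 min at room temperature. ADP product was read by luciferase luminescence.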
# A-T KAP1 phos – potential ataxia-telangiectasia treatments restoring KAP-1 phosphorylation; AID 485349; actives 0.19% (n = 320,000); Potency, µM (highest dose often 57.5 µM), without a hit: at the top dose activation, actives largely listed as activators; […] A-T fibroblasts, KAP-1 phosphorylation AlphaLISA; neocarzinostatin DNA damage 30 min before lysis; note: potency is the fitted concentration of half-maximal effect; % of control where 0% means no effect; nearly all actives have a fitted effect of over 45% in size
#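 ATM-like activity read as KAP-1 phosphorylation via AlphaLISA donor/acceptor antibody pairs after lysis and 6 hr at 25C. Cells were ATM-null patient fibroblasts ([…], hTERT), dosed 60 min, then exposed to the DSB inducer NCS for 30 min.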
# BCR signal inh – inhibitors of chronic active B-cell receptor signaling. ABC-DLBCL IkBa-CBG/CBR reporter, luminescence ratio, 4 h. Potency, µM (highest dose often 46.1 µM), for the others: at the top dose ratio change, negative = lower green/red ratio, usual class: inhibitors. actives 0.05% (n = 340,000). AID 493014; active = well fitted inhibition curve with a large enough effect in the signal ratio, with a control signal flat, not every such curve was filed as active; inconclusive = small, poorly fitted or top-dose-only effect, or effect the other way, or a change in a side signal; the % refers to the signal ratio;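 note: potency is the fitted concentration of half-maximal effect; plate controls were basal doxycycline-induced cells for no effect and cells given 10 µM MG132 for full effect; MG132 reads +100%, hits lower the ratio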
#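 Cell line TMD8 (human ABC DLBCL), stably expressing tet-inducible CBG68-IkBa fusion and CBR; IMDM/0.5% FBS; cpd up to 46 uM; dox induction, 4 h, 37C/5% CO2; dual luminescence; green/red ratio; MG132 control.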
# KCNH2 WT inh – KCNH2 (human, wildtype) channel inhibition; actives 0.37% (n = 340,000); U2OS, BacMam KCNH2, thallium flux FluxOr; active compounds read low; AID 720551; activity change, % at 1.84 µM; Q12809;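 active = maximum activity change below -70%; inconclusive = maximum activity change between -70% and -50%; inactive = maximum activity change above -50%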; note: % is set by controls: 0 for no effect and ±100 for the full control effect
#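 U2OS cells transduced with wild-type KCNH2 virus are loaded with FluxOr dye for 45 min, and thallium flux is measured in kinetic reads before and after stimulation buffer. Rate constants are normalized to DMSO controls.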
# GALK inhibitor – blocks human galactokinase activity; actives 0.007% (n = 270,000); Purified GALK, Kinase-Glo residual ATP luminescence; Potency, µM (series often up to 57.5 µM), for the others: top-dose activity change, negative = inhibition, usual class: inhibitors; P51570; note: potency is the fitted concentration of half-maximal effect; % is set by controls: 0 for no effect and ±100 for the full control effect
#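 Quantitative HTS: GALK 5 nM, ATP 35 uM, galactose 100 uM, 1 h room temperature, then luciferase-based ATP detection.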
# MLL CXXC-DNA inh – inhibitors of human MLL CXXC domain-DNA interaction | actives 0.037% (n = 290,000) | MLL-CXXC / FITC-HOXA9 DNA fluorescence polarization | Potency, µM (top dose mostly 115 µM), for the others: top-dose activity change, negative = inhibition, actives largely listed as inhibitors | Q03164; active = well fitted inhibition curve with a large enough effect in the polarisation, with a control signal flat, not every such curve was filed as active; inconclusive = small, poorly fitted or top-dose-only effect, or effect the other way, or a change in a side signal; inactive = no such curve, though single readings can be large or run the other way; the % refers to the polarisation; note: potency is the fitted concentration of half-maximal effect
#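 Steps: dispense CXXC domain solution (7 uM) → pin compounds or unlabeled HOX-A9 DNA control → 5 min ambient → add FLSN-HOX-A9 solution (50 nM) → spin → 30 min ambient → fluorescence polarization. Tris pH 7.5/NaCl/DTT/BSA buffer.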
# Giardia kill – kills Giardia lamblia. Giardia lamblia trophozoite viability. actives 0.15% (n = 340,000). activity change, % at 7.66 µM, hits read low; in the data active = activity change below about -80%; inconclusive = between about -30% and that limit;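 note: parasites exposed to compound for two days anaerobically before the ATP read; % is set by controls: 0 for no effect and ±100 for the full control effect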
#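 Media and compound were dispensed first, then trophozoites at 100 cells/well; plates sat 48 hrs at 37 deg C without oxygen before ATP luminescence reagent was added and read after 15-30 min at room temperature.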
# FBPA coupling cs – coupling enzyme interference in Giardia aldolase counter-screen. coupling enzyme system counterscreen, AmpLite Red fluorescence. activity change, negative = inhibition, % at 58.2 µM, hits read low. actives 0.67% (n = 290,000). AID 2472; in the data active = activity change below about -30%; note: % is set by controls: 0 for no effect and ±100 for the full control effect
#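 Compounds tested against the coupling enzymes alone at 57.5 uM final; readout was AmpLite Red fluorescence (525/598 nm) after 20 min at RT.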
# Active calls of the source: *; ? = inconclusive; . = no result given; & = joins results of further samples; [ ] = another dose, or the depositor's remark. Unless noted, calls come from the whole dose curve; as a rule, active = well fitted curve in the direction sought with a large enough effect; inconclusive = small, poorly fitted or top-dose-only effect, or another doubt; inactive = no such curve, though single readings can be large; an effect the other way counts as inactive or inconclusive.
SMILES,TSHR antag,TCR activator,Tb PFK block,A-T KAP1 phos,BCR signal inh,KCNH2 WT inh,GALK inhibitor,MLL CXXC-DNA inh,Giardia kill,FBPA coupling cs
Cc1ccc(S(=O)(=O)N2CCCC2C(=O)O)cc1 (stereo not given),11.9,-32.7%,2.7%,10.9%,?,4.2,1.2%,0.0%,-6.2,-5.3
CCC(CCC(=O)Nc1cccc([N+](=O)[O-])c1)C(=O)O (stereo not given),-4.5,0.6%,1.7%,3.8%,?,-4.3,-1.0%,-3.6%,9.9,0.6
COc1ccc(-c2noc(CCC(=O)N3CCN(c4ccccc4Cl)CC3)n2)cc1,-7.2,-3.0%[46.1 µM],4.0%,0.2%,?,-15.5,.,.,13.7,.
Nc1c(C(=O)NCc2ccccc2)sc2nc3c(cc12)C(=O)CCC3,-3.2,2.4%,-1.3%,-1.9%,6.1%,4.1,-1.6%,-7.5%,-21.3,-1.1
O=C(N/N=C/c1cccc(Cl)c1)C(c1ccncc1)N1CCOCC1 (stereo not given),30.5,4.4%,0.0%,?,2.1%,-10.6,-1.9%,3.4%,-12.7,-4.2
COc1ccc([C@H]2CC(=O)C=C(c3cccc(Cl)c3O)C2)cc1OC,-14.2,-6.2%,-13.2%,1.2%,?,.,.,.,-13.1,.
CC(c1ccncc1)C(C)c1ccncc1 (stereo not given),0.7,-0.6%,-9.4%,-4.4%,-0.3%,-18.7,.,.,13.7,.
O=C(Cn1nc(C(=O)O)c2ccccc2c1=O)c1c[nH]c2ccccc12,-1.5,4.2%,-11.4%,-6.6%,?,-1.6,-1.5%,?,-5.3,-2.4
COc1ccc(NS(=O)(=O)c2cccc(C(=O)OCC(=O)Nc3cc(C)on3)c2)cc1,6.0,-2.0%,1.4%,-8.7%,-13.0%,-8.5,-0.2%,-4.6%,-13.5,-0.4
Cn1cccc1Cc1nnc(SCC(=O)N2CCCCCC2)n1CCc1ccccc1,15.4,-2.3%,3.0%,5.6%,?,11.3,3.5%,-3.1%,17.1,0.8
O=C(Nc1ccccc1Oc1cccnc1)C1CCCN(Cc2ccc(F)cc2)C1 (stereo not given),26.4,0.8%,1.4%,-10.6%,?,20.6,-8.5%,-1.2%,-2.5,.
CCN(CC)S(=O)(=O)c1cccc(C(=O)N/N=C2\CC(=O)CC(C)(C)C2)c1,-2.5,-0.7%,-8.8%,-0.4%,-5.8%,4.6,0.7%,29.7%,15.9,-7.3

# Single records (already shown):
# Shown for `O=C(Cn1nc(C(=O)O)c2ccccc2c1=O)c1c[nH]c2ccccc12` : TSHR antag: -1.5; TCR activator: 4.2%; Tb PFK block: -11.4%; A-T KAP1 phos: -6.6%; BCR signal inh: ?; KCNH2 WT inh: -1.6; GALK inhibitor: -1.5%; MLL CXXC-DNA inh: ?; Giardia kill: -5.3; FBPA coupling cs: -2.4
# Shown for `CC(c1ccncc1)C(C)c1ccncc1` (stereo not given) : TSHR antag: 0.7; TCR activator: -0.6%; Tb PFK block: -9.4%; A-T KAP1 phos: -4.4%; BCR signal inh: -0.3%; KCNH2 WT inh: -18.7; GALK inhibitor: .; MLL CXXC-DNA inh: .; Giardia kill: 13.7; FBPA coupling cs: .

# Continued.
SMILES,TSHR antag,TCR activator,Tb PFK block,A-T KAP1 phos,BCR signal inh,KCNH2 WT inh,GALK inhibitor,MLL CXXC-DNA inh,Giardia kill,FBPA coupling cs
CCN1C(=NCc2ccc(OC)cc2)N[C@@H](c2ccccc2)[C@H](C(=O)OC)[C@H]1C,4.4&24.2,-0.5%,-0.3%&2.3%,0.1%&-4.1%,0.0%&0.0%,1.6,.,-4.6%,-8.3,-3.1
CCCS(=O)(=O)N1CCCC(C(=O)NCCN(CC)c2ccccc2)C1 (stereo not given),-2.0,-6.7%,1.2%,4.8%,-2.1%,-7.3,2.5%,-7.2%,6.5,9.0
Cc1nn(-c2ccccc2)c2c1C(c1cccc([N+](=O)[O-])c1)N(c1ccccc1)C(=O)N2 (stereo not given),-6.7,1.0%[46.1 µM],3.8%,8.0%,-11.1%,1.6,-0.3%,-5.9%,5.9,-2.8
Cc1ccc(S(=O)(=O)Nc2ccc3c(c2)ncn3C(C)(C)C)cc1,-2.8,-2.3%,-2.2%,-8.3%,-1.5%,0.2,-0.5%,0.8%,-5.4,1.4
CN(C)Cc1c(C(=O)N/N=C/C2CC=CCC2)nnn1-c1nonc1N (stereo not given),-4.5,-6.2%,3.9%,-0.4%,-2.5%,-0.4,-1.5%,-5.1%,-2.1,-1.0
CN=C1SC(CC(=O)NCCc2ccc(OC)c(OC)c2)C(=O)N1C (stereo not given),0.0,-0.3%&0.1%,-0.2%,4.1%,-3.0%,-2.2&-3.5,6.3%,-1.0%,-9.2&27.1,0.8
N#Cc1c(SCC(N)=O)nc(-c2ccccc2)c2c1CCCC2,-14.8,-17.9%,-2.2%,-0.4%,0.4%,1.9,3.1%,1.4%,-5.6,5.9
Cc1cccc2sc(NC(=O)C3CCCN(S(=O)(=O)c4cccc5nonc45)C3)nc12 (stereo not given),-15.4,1.1%,2.0%,4.1%,?,8.7,-2.4%,21.3%,3.0,-1.0
O=C(NC(=S)NNC(=O)c1ccccc1O)c1ccc([N+](=O)[O-])cc1,-10.0,-0.1%,0.4%,26.3%,?,2.0,-1.5%,13.3%,14.9,1.8
COc1ccc(-c2cn(/N=C/c3ccc(Cl)cc3Cl)c(N)n2)cc1,-22.4,0.5%,-3.3%,.,0.1%,-5.3,-2.1%,16.3%,8.3,1.8
COc1ccc(C(=O)NCc2ccc(-c3nc4ccccc4s3)cc2)cc1OC,-9.4,-1.4%,1.1%,4.2%,?,-3.4,0.9%,8.0%,-12.6,0.2
CCCC(=O)C1=C(O)C(C(=O)OC)C(C)(C)CC1=NC(C)(C)C (stereo not given),-8.3,-1.2%,-2.2%,-4.4%,3.9%,7.2,-0.6%,-6.2%,1.5,3.6
COC(=O)C1CCCCN1C(=O)c1cccc(OC2CCN(C(=O)C3CC3)CC2)c1 (stereo not given),-0.7,0.3%,?,2.2%,6.2%,-2.9,-1.2%,2.2%,3.4,0.0
CC(C)c1ccc(NC2CCCN(C(=O)c3cc(C(C)C)[nH]n3)C2)cc1 (stereo not given),-4.2,1.2%,-4.4%,-10.4%,23.3%,1.7,.,-2.6%,21.9,0.2
Cc1cccc(N(C(=O)CNC(=O)c2ccco2)C(C(=O)NCC2CCCO2)c2ccccc2)c1 (stereo not given),-2.1,-12.8%,3.1%,0.1%[11.5 µM],2.1%,-3.0,-1.1%,0.7%,-18.7,0.6
Cc1nc(NC2=NCN(Cc3cccnc3)CN2)nc2ccccc12,-11.3,3.1%,4.7%,6.4%,?,1.7,-1.6%,-2.8%,0.7,0.4
CCOC(=O)N1CCC(NC(=O)C2CCCN(Cc3nc(-c4cccc(Cl)c4)oc3C)C2)CC1 (stereo not given),-9.5,-1.4%,-0.2%,2.7%,17.8%,14.3,3.4%,-15.8%,0.5,1.5
O=C(CCc1ccccc1)NCc1ccccc1,8.8,1.5%,1.6%,0.2%,11.2%,.,-3.8%,2.7%,-18.6,0.5
OCCNCCCCOc1cccc(Br)c1,10.7,8.9%[46.1 µM],?,5.5%,-4.5%,12.0,-0.1%,2.6%,10.3,-2.8
CC(=O)Nc1ccc(Oc2ccccc2)cc1,2.9,-1.8%,-0.7%,.,?,.,-0.3%,0.5%,-13.8,-1.0
COc1cccc(CCc2nnc(N)s2)c1,-0.7,.,-5.1%,9.2%,0.4%,-15.4,-3.5%,-10.6%,-8.8,-0.5
CC(C)[C@@H]1C=C(C(=O)O)O[C@H](OCCCCO)C1,-3.6,-1.6%,5.5%,50.0%,5.1%,-14.0,1.3%,11.9%,13.0,-4.6
Cc1oc(-c2ccccc2Cl)nc1CS(=O)CC(=O)NCc1cccs1 (stereo not given),-5.9,3.8%,1.6%,0.7%,-0.4%,10.4,3.5%,0.3%,-14.1,-1.7
CCOC(=O)C1CCN(C(=O)COC(=O)C23CC4CC(CC(C4)C2)C3)CC1,-45.9,-1.7%,-0.2%,20.7%,-1.5%,22.4,.,.,-15.0,.
Cc1ccc(C(C(=O)NC2CCCCC2)N(C(=O)c2csnn2)C2CC2)cc1 (stereo not given),7.3,5.9%,-0.7%,-0.1%,1.1%,-8.0,1.0%,42.0%,10.5,1.6
N#Cc1c(-c2ccccc2)ccn(Cc2ccc(Cl)cc2)c1=O,-1.8,3.9%,0.2%,-9.4%,-0.1%,6.4,-4.0%,-0.4%,-3.1,-3.1
CSc1ccc(S(=O)(=O)N2CCC(C(=O)Nc3cccnc3)CC2)cc1,-5.4,0.4%,0.3%,5.1%,2.9%,7.6,4.8%,-15.2%,4.7,3.9
O=C1CN(C(=O)COC(=O)c2ccc(N3CCCCCC3)c([N+](=O)[O-])c2)c2ccccc2N1,-0.8,1.8%[46.1 µM],-4.2%,-0.7%,-0.8%,-6.2,-0.3%,-0.9%,-2.6,5.2

# Compound activity (PubChem BioAssay)
